GC-B act = GC-B (human) receptor activation; 370,000 compounds, 0.11% hits; P20594; AID 1920062; HEK293-GC-B cells, CNP EC30, cGMP TR-FRET; 0% at EC30 CNP, 100% saturating CNP; activation, % at 10 µM;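 active = activation at 10 µM reaching about 35% in either raw or pattern-adjusted values, limit read from the data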
PG9 Ab binder = small molecules binding HIV-1 gp120 antibody PG9; AID 624416; 360,000 compounds, 0.43% hits; TR-FRET gp120-PG9 antibody binding; inhibition, % at 6.7 µM; in the data active = inhibition above about 8.5%
NR1D1 modulator = Rev-erb alpha (human) modulation; P20393; Rev-erbα–FITC-DNA binding, fluorescence polarization, 90 min; activity, % at 10 µM; 370,000 compounds, 0.79% hits;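 active = activity above about 14%, limit read from the data; passing the limit was not always enough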;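 note: 0% = DMSO wells with 35 nM protein and 100% = DMSO wells with 750 nM protein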
rCAG RNA binder = molecules binding r(CAG) RNA repeats | inhibition, % at 3 µM | AID 651821 | r(CAG) RNA repeat, TO-PRO-1 dye displacement fluorescence | 370,000 compounds, 1.3% hits;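 active = inhibition above the plate cutoff, the mean of all test compounds on that plate plus 3 SD, cut at about 35% in these data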;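 note: 0% = DMSO alone and 100% = 100 µM mitoxantrone as full dye displacement; higher means more dye released from RNA so lower well fluorescence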
ABHD4 inh = inhibits mouse alpha/beta hydrolase domain 4; Q8VD66; purified mABHD4, FP-Rh probe fluorescence polarization; 370,000 compounds, 0.54% hits; inhibition, % at 8.92 µM; AID 720543;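 active = inhibition exceeding the mean over every tested compound plus 3 SD, cut at about 30% in these data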;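 note: 0% = plate median of compound wells and 100% = S159A mutant with DMSO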
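assay system = mABHD4 protein | compound dosing = single nominal dose of 8.92 µM, 0.89% DMSO final | read-out basis = percent inhibition of probe binding, normalized to plate controls | schedule = Enzyme–compound pre-incubation 45 min, then probe 60 min, both 25 °C | detection = fluorescence polarization, excitation 525 nm, emission 598 nm, BODIPY TMR filters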
ASAP1 inh = inhibitors of human ASAP1 ArfGAP activity. 360,000 compounds, 0.19% hits. AID 624377. inhibition, % at 16.5 µM. ASAP1-stimulated ARF1 GTP hydrolysis, GDP FP detection. Q9ULH1; in the data active = inhibition above about 25%;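 note: 0% = vehicle with enzyme and substrate and 100% = no enzyme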
GC-A act = GC-A (human) enzyme activation; HEK293 GC-A cells, cGMP TR-FRET, EC30 ANP; 0% at EC30 ANP, 100% saturating ANP; P16066; activation, % at 10 µM; AID 1671463; 370,000 compounds, 0.14% hits; in the data active = activation above about 40%
Target sequence (P16066 whole entry, looked up): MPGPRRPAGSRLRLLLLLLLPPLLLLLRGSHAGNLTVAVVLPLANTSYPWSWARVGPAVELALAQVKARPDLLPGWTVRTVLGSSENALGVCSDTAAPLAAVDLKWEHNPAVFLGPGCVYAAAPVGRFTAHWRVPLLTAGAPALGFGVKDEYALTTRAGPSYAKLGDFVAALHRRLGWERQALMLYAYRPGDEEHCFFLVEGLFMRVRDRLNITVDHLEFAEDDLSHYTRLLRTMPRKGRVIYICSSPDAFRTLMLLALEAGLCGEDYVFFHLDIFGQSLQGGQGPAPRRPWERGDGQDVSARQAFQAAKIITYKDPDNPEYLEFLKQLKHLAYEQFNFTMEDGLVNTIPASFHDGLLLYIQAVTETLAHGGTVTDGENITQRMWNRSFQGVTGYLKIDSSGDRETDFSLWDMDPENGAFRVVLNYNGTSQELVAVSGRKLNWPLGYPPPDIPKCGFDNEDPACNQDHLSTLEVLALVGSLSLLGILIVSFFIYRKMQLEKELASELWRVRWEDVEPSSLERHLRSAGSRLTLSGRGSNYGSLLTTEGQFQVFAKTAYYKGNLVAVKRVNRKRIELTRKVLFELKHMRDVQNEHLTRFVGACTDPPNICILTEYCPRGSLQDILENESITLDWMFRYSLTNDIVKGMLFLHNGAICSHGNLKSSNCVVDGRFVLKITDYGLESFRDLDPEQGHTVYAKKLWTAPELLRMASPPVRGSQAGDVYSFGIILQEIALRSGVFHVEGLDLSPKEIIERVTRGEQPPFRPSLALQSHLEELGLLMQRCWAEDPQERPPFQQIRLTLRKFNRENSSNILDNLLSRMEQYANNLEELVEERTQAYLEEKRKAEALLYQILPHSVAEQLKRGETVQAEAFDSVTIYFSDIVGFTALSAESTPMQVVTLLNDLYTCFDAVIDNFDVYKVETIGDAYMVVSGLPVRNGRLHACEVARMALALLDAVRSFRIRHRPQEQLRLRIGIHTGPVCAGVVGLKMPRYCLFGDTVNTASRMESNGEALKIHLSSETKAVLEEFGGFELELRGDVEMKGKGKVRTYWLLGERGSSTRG
HTRA1 inh = blocks human HTRA1 serine peptidase | Q92743 | recombinant HTRA1, FP-rhodamine activity-based probe, fluorescence polarization | inhibition, % at 5.96 µM | 340,000 compounds, 0.5% hits | AID 504803; in the data active = inhibition above about 36%;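 note: 0% = enzyme with DMSO and 100% = wells lacking enzyme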
ARFGAP1 inhibitor = rat ARFGAP1 inhibition; Q62848; Arfgap1-stimulated ARF1 GTP hydrolysis, GDP FP detection; inhibition, % at 16.5 µM; 360,000 compounds, 0.26% hits;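 active = inhibition above a per-plate limit, mean inhibition of low control wells plus 3 SD, cut at about 25% in these data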;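 note: 0% = DMSO wells with enzyme and 100% = wells lacking Arfgap1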
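Material: rat Arfgap1 catalytic domain, aa 1-136; also added: human ARF1(Δ1-17)-GTP substrate; compound dosing: one concentration, 16.5 µM, DMSO 1.26%; incubation: GTP hydrolysis reaction 2 h at 25 °C; measured by: Tracer-displacement fluorescence polarization with EDTA stop, 620/688 nm; evaluation: % inhibition from polarization; repeats: one replicate per compound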
SMARCA2 act = activators of SMARCA2 function. MG213 cells, MMTV-luciferase reporter, dexamethasone, overnight. activation, % at 9.1 µM. 370,000 compounds, 1% hits. AID 652017; in the data active = activation above about 7.8%;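 note: 0% = vehicle wells and 100% = reference activator wells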
Numbers without * were called inactive.

Screening COc1ccc(OC)c(C(c2nnnn2Cc2ccccc2)N2CCN(C)CC2)c1 (configuration not stated) returned GC-B act -14, PG9 Ab binder -0.1, NR1D1 modulator 1, rCAG RNA binder -6, ABHD4 inh -1, ASAP1 inh -12, GC-A act -17, HTRA1 inh 0, ARFGAP1 inhibitor -1 and SMARCA2 act 1.
`Cc1ccc(-c2nn(-c3ccccc3)cc2C(=O)NCCCN2CCCC2=O)cc1` gave GC-B act -6, PG9 Ab binder -2.7, NR1D1 modulator 1, rCAG RNA binder -1, ABHD4 inh -2, ASAP1 inh -9, GC-A act -5, HTRA1 inh -14, ARFGAP1 inhibitor 0 and SMARCA2 act -1.
`CC1CCN(CC(=O)Nc2ccc(S(=O)(=O)N3CCCC(C)C3)cc2)CC1` (configuration not stated) gave GC-B act 1, PG9 Ab binder -1.7, NR1D1 modulator -1, rCAG RNA binder -6, ABHD4 inh -2, ASAP1 inh -19, GC-A act -1, HTRA1 inh -5, ARFGAP1 inhibitor -5 and SMARCA2 act 1.
CCOC(=O)C1(Cc2cccc(Cl)c2)CCCN(C(=O)c2cc(C)n(C)n2)C1 (configuration not stated) was read as GC-B act -5, PG9 Ab binder -1.1, NR1D1 modulator 0, rCAG RNA binder -7, ABHD4 inh -8, ASAP1 inh -1, GC-A act -4, HTRA1 inh 3, ARFGAP1 inhibitor 3 and SMARCA2 act -2.
Screening Cc1ccc(Cn2ncc3c(N4CCN(Cc5ccc(Cl)cc5)CC4)ncnc32)cc1 returned GC-B act -3, PG9 Ab binder 1.8, NR1D1 modulator 3, rCAG RNA binder 4, ABHD4 inh 4, ASAP1 inh -5, GC-A act -2, HTRA1 inh -39, ARFGAP1 inhibitor 9 and SMARCA2 act -5.
Cc1ccccc1C(=O)N1CCC(C(=O)Nc2ccc(S(=O)(=O)N3CCOCC3)cc2)CC1 was read as GC-B act 3, PG9 Ab binder -1.5, NR1D1 modulator -2, rCAG RNA binder -2, ABHD4 inh 1, ASAP1 inh 3, GC-A act -1, HTRA1 inh 1, ARFGAP1 inhibitor 10 and SMARCA2 act -4.
CCN1CCN(C(c2ccc(OC)c(OC)c2)c2nnnn2C(C)(C)C)CC1 (configuration not stated) was read as GC-B act 2, PG9 Ab binder -2.0, NR1D1 modulator -5, rCAG RNA binder 1, ABHD4 inh 2, ASAP1 inh 0, GC-A act 0, HTRA1 inh 3, ARFGAP1 inhibitor -3 and SMARCA2 act 1.
For Cc1c(NC(=O)Cn2nc(C(=O)O)c3ccccc3c2=O)c(=O)n(-c2ccccc2)n1C the results were GC-B act 4, PG9 Ab binder 2.2, NR1D1 modulator -1, rCAG RNA binder 0, ABHD4 inh 4, ASAP1 inh 1, GC-A act 0, HTRA1 inh 2, ARFGAP1 inhibitor -1 and SMARCA2 act 2.
`Cc1ccc(C(=O)c2ccccc2C(=O)O)s1` gave GC-B act -2, PG9 Ab binder -10, NR1D1 modulator -6, rCAG RNA binder -1, ABHD4 inh -2, ASAP1 inh 10, GC-A act -2, HTRA1 inh -2, ARFGAP1 inhibitor -10 and SMARCA2 act 1.
For CCN(CC)C(=O)CSc1nnc([C@H](Cc2c[nH]c3ccccc23)NC(=O)OC(C)(C)C)o1 the results were GC-B act 2, PG9 Ab binder -0.3, NR1D1 modulator -5, rCAG RNA binder -10, ABHD4 inh 1, ASAP1 inh 2, GC-A act 0, HTRA1 inh -2, ARFGAP1 inhibitor 2 and SMARCA2 act -1.
C#CCOC(=O)C[N+](C)(C)CC#Cc1ccccc1 was read as GC-B act 5, PG9 Ab binder -0.2, NR1D1 modulator 0, rCAG RNA binder -1, ABHD4 inh -4, ASAP1 inh -4, GC-A act 3, HTRA1 inh 2, ARFGAP1 inhibitor 1 and SMARCA2 act -4.
Screening Cn1nc(C(F)(F)F)cc1Oc1ncc(C(F)(F)F)cc1Cl returned GC-B act 0, PG9 Ab binder -2.0, NR1D1 modulator -5, rCAG RNA binder -1, ABHD4 inh -3, ASAP1 inh 6, GC-A act -3, HTRA1 inh -3, ARFGAP1 inhibitor -2 and SMARCA2 act -2.
Screening CSCCC(NS(=O)(=O)c1ccccc1F)C(=O)Nc1ccncc1 (configuration not stated) returned GC-B act 0, PG9 Ab binder 2.1, NR1D1 modulator 1, rCAG RNA binder 4, ABHD4 inh -10, ASAP1 inh 12, GC-A act 0, HTRA1 inh 1, ARFGAP1 inhibitor -4 and SMARCA2 act -2.
For CC(=O)NC(CCS(C)(=O)=O)C(=O)Nc1c(F)cccc1F (configuration not stated) the results were GC-B act 9, PG9 Ab binder -3.5, NR1D1 modulator 0, rCAG RNA binder -1, ABHD4 inh 1, ASAP1 inh -5, GC-A act -1, HTRA1 inh 3, ARFGAP1 inhibitor -5 and SMARCA2 act 1.
Screening C=CCOc1ccc(/C=C/C(=O)OCC(=O)NC2CCCCCC2)cc1 returned GC-B act 3, PG9 Ab binder 1.0, NR1D1 modulator -3, rCAG RNA binder -1, ABHD4 inh -1, ASAP1 inh 0, GC-A act 0, HTRA1 inh 2, ARFGAP1 inhibitor 4 and SMARCA2 act -2.
COc1ccc(/C=N/Nc2nc3ccccc3[nH]2)cc1OC was read as GC-B act -9, PG9 Ab binder -13, NR1D1 modulator -4, rCAG RNA binder 1, ABHD4 inh 17, ASAP1 inh 8, GC-A act -1, HTRA1 inh 6, ARFGAP1 inhibitor 7 and SMARCA2 act -1.
Screening COCC(=O)N[C@@H]1c2cc(OC)c(OC)cc2C[C@H]1OCc1ccccc1 returned GC-B act 3, PG9 Ab binder 1.0, NR1D1 modulator -5, rCAG RNA binder 0, ABHD4 inh -6, ASAP1 inh 8, GC-A act -1, HTRA1 inh 7, ARFGAP1 inhibitor 16 and SMARCA2 act -1.
For CC(C)CCNC(=O)C1CCC(CNS(=O)(=O)c2ccc(Cl)cc2)CC1 (configuration not stated) the results were GC-B act 5, PG9 Ab binder -1.4, NR1D1 modulator 0, rCAG RNA binder -6, ABHD4 inh -4, ASAP1 inh 10, GC-A act 1, HTRA1 inh -4, ARFGAP1 inhibitor 5 and SMARCA2 act -2.
COc1cccc2oc3ccc(C#Cc4ccccn4)cc3c(=O)c12 was read as GC-B act 9, PG9 Ab binder -0.3, NR1D1 modulator -4, rCAG RNA binder 5, ABHD4 inh -34, ASAP1 inh 1, GC-A act 3, HTRA1 inh -21, ARFGAP1 inhibitor 4 and SMARCA2 act 10*.
For COc1ccc([C@H]2CN(Cc3ccccc3)C(=O)[C@@H]2CC(=O)Nc2ccccc2)cc1 the results were GC-B act -8, PG9 Ab binder 0.0, NR1D1 modulator -1, rCAG RNA binder 3, ABHD4 inh -1, ASAP1 inh 5, GC-A act -1, HTRA1 inh -11, ARFGAP1 inhibitor 0 and SMARCA2 act 3.

A draw from above in order of formula weight, falling.
Screening Cc1ccc(Cn2ncc3c(N4CCN(Cc5ccc(Cl)cc5)CC4)ncnc32)cc1 returned GC-B act -3, PG9 Ab binder 1.8, NR1D1 modulator 3, rCAG RNA binder 4, ABHD4 inh 4, ASAP1 inh -5, GC-A act -2, HTRA1 inh -39, ARFGAP1 inhibitor 9 and SMARCA2 act -5.
`CC1CCN(CC(=O)Nc2ccc(S(=O)(=O)N3CCCC(C)C3)cc2)CC1` (configuration not stated) gave GC-B act 1, PG9 Ab binder -1.7, NR1D1 modulator -1, rCAG RNA binder -6, ABHD4 inh -2, ASAP1 inh -19, GC-A act -1, HTRA1 inh -5, ARFGAP1 inhibitor -5 and SMARCA2 act 1.
Screening COCC(=O)N[C@@H]1c2cc(OC)c(OC)cc2C[C@H]1OCc1ccccc1 returned GC-B act 3, PG9 Ab binder 1.0, NR1D1 modulator -5, rCAG RNA binder 0, ABHD4 inh -6, ASAP1 inh 8, GC-A act -1, HTRA1 inh 7, ARFGAP1 inhibitor 16 and SMARCA2 act -1.

Later entries.
For CCOc1ccc(NC(=O)C2CCCN(S(=O)(=O)c3ccc4c(c3)C(C)(C)C(=O)N4C)C2)cc1 (configuration not stated) the results were GC-B act 3, PG9 Ab binder -0.1, NR1D1 modulator 5, rCAG RNA binder 2, ABHD4 inh 2, ASAP1 inh 4, GC-A act 2, ARFGAP1 inhibitor -3 and SMARCA2 act -2.
For O=C(C(O)c1ccccc1)N1N=C(c2ccccc2)CC1(O)C(F)(F)F (configuration not stated) the results were GC-B act 1, PG9 Ab binder -0.7, NR1D1 modulator 2, rCAG RNA binder -2, ABHD4 inh -3, ASAP1 inh 2, GC-A act -9, HTRA1 inh 2, ARFGAP1 inhibitor -8 and SMARCA2 act 1.
Screening c1cncc(-c2cn(C[C@H]3CC[C@@H]([C@@H]4CC[C@H](Cn5cc(-c6cccnc6)nn5)O4)O3)nn2)c1 returned GC-B act -2, PG9 Ab binder -0.1, NR1D1 modulator -3, rCAG RNA binder -1, ABHD4 inh 4, ASAP1 inh -1, GC-A act -1, HTRA1 inh -4, ARFGAP1 inhibitor 1 and SMARCA2 act 0.
For COc1ccccc1CCCNC(=O)C1CCC(=O)N(CCN2CCOCC2)C1 (configuration not stated) the results were GC-B act 1, PG9 Ab binder 1.5, NR1D1 modulator -5, rCAG RNA binder -2, ABHD4 inh 1, ASAP1 inh 0, GC-A act 4, HTRA1 inh 6, ARFGAP1 inhibitor 2 and SMARCA2 act -3.
For COc1ccc(C)cc1S(=O)(=O)N1CCC(C(=O)NCCc2ccccc2)CC1 the results were GC-B act 4, PG9 Ab binder -4.0, NR1D1 modulator -5, rCAG RNA binder 0, ABHD4 inh -5, ASAP1 inh -2, GC-A act 2, HTRA1 inh -5, ARFGAP1 inhibitor 0 and SMARCA2 act 1.
For CCOC(=O)[C@@]12CCCC=C1N(CCc1ccc(Cl)cc1)C(=O)[C@H]2CC(=O)NCCc1ccccc1OC the results were GC-B act 3, NR1D1 modulator 3, rCAG RNA binder 5, ABHD4 inh -8, GC-A act -2 and SMARCA2 act -2.
Screening N=C1C(c2ccccc2)=C(O)CN1c1cccc(S(=O)(=O)N2CCOCC2)c1 returned GC-B act 2, PG9 Ab binder 0.8, NR1D1 modulator -1, rCAG RNA binder -2, ABHD4 inh -3, ASAP1 inh 6, GC-A act 1, HTRA1 inh 3, ARFGAP1 inhibitor -13 and SMARCA2 act 0.
CCCCCCCCC(=O)NNC(=O)c1c(O)c2ccccc2n(CCC)c1=O was read as GC-B act -2, PG9 Ab binder -0.8, NR1D1 modulator -3, rCAG RNA binder 7, ABHD4 inh -4, ASAP1 inh -2, GC-A act -1, HTRA1 inh 5, ARFGAP1 inhibitor -11 and SMARCA2 act 4.
Screening COCCNCCCCOc1ccc(Br)cc1C returned GC-B act -5, PG9 Ab binder -0.6, NR1D1 modulator 3, rCAG RNA binder 1, ABHD4 inh 15, ASAP1 inh 0, GC-A act 5, HTRA1 inh 11, ARFGAP1 inhibitor 11 and SMARCA2 act -2.
`CN(C)c1nc(OCCOC(=O)c2ccccc2)nc(N(C)C)n1` gave GC-B act 4, PG9 Ab binder -0.5, NR1D1 modulator 3, rCAG RNA binder -4, ABHD4 inh 2, ASAP1 inh -1, GC-A act 1, HTRA1 inh -1, ARFGAP1 inhibitor 2 and SMARCA2 act 4.

Assay outcomes from PubChem BioAssay.

Rows were taken by chance; overall some 4.4% were active at least once.
